# Bioassay records (PubChem BioAssay)
# GalR3 antagonist: blocks the human galanin receptor 3. O60755. HEK293 GalR3-CNG cAMP membrane potential fluorescence; galR3 body fused to GalR1 C-terminus. inhibition, % at 3 µM. actives 0.44% (n = 360,000). AID 651719;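 active = inhibition above the screen-wide average plus 3 SD, cut at about 13% in these data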;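 also: forskolin and galanin both at EC90 stimulate the cells; cAMP rise reported by CNG channel membrane potential dye signal; 0% = forskolin plus galanin with DMSO and 100% = forskolin alone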
# Target sequence (O60755 1-299 limits assumed): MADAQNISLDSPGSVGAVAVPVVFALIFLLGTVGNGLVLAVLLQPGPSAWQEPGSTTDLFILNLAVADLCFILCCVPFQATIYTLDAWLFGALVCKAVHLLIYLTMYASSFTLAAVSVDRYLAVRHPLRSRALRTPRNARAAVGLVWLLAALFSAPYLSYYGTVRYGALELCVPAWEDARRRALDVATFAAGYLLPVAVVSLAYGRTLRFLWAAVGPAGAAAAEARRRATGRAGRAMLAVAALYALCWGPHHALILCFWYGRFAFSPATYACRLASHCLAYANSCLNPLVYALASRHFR
# The depositor's hits bear a star. An excerpt (hit frequency here may not be typical).
GalR3 antagonist,structure
-1.7,COc1ccc(CN2C(=O)C(CC(=O)NCCN3CCOCC3)CC(C(=O)N3CCCCCC3)=C2C)cc1 (stereo unspecified)
-3.9,CCN(CC)C(=O)C1=C(C)N(CCCN2CCCC2=O)C(=O)C(CC(=O)NC2CCCCC2)C1 (stereo unspecified)
-6.7,O=C1CC(=O)N(C2CCCCC2)C(=O)N1c1ccccc1S(=O)(=O)Oc1ccccc1
-4.2,COc1ccc(CCNC(=O)CN(c2ccccc2)S(=O)(=O)c2ccccc2)cc1
-4.6,CCC(=O)N1CCCC(C(=O)Nc2nc3ccccc3[nH]2)CC1 (stereo unspecified)
-3.2,CCCCN(C)C(=O)c1sc(=O)n(Cc2c(C)noc2C)c1C
-7.2,O=C(N[C@H](Cc1ccccc1)C(=O)NCc1ccc2c(c1)OCO2)[C@H]1O[C@@H](n2ccc(=O)[nH]c2=O)[C@H](O)[C@@H]1O
-1.1,COc1ccc(-c2[nH][nH]c(=O)c2NC(=O)c2ccc([N+](=O)[O-])cc2)cc1
-1.2,Cc1ccc(C2NC(=O)c3[nH]nc(-c4ccccc4)c32)cc1 (stereo unspecified)
-5.2,CC1(C(=O)NS(=O)(=O)c2cccc(C#N)c2)CCN1C(=O)c1ccccc1CCc1ccccc1 (stereo unspecified)
-6.0,Cc1cn([C@H]2C[C@H](O)[C@@H](CCC(=O)NCCc3cccs3)O2)c(=O)[nH]c1=O
-5.5,COC(=O)C[C@H]1CC[C@@H](NC(=O)Nc2ccc(C(F)(F)F)cc2)[C@@H](CO)O1
-6.2,CSc1ccccc1CNc1nc(NCC2CC2)nc2ccsc12
-6.2,COc1ccc(C(=O)c2[nH]c(N)c(C(=O)NCCc3c[nH]c4ccccc34)c2-c2ccc(Cl)c(F)c2)cc1
-4.8,O=C(Cc1cccnc1)N[C@@H]1CC[C@H](CCn2cc(Cc3ccccc3)nn2)O[C@@H]1CO
1.4,O=C(NN=Cc1ccc(O)cc1)C(=O)NN=Cc1ccc(O)cc1
-6.8,NC1=NC(=O)C(c2ccccc2)(c2ccccc2)S1
-6.7,CSc1ccc(OC2(C)CCN(Cc3ccccc3)C2)cc1 (stereo unspecified)
-4.1,CSc1ccc(Cn2c(C)c(C(=O)NCc3ccc4c(c3)OCO4)sc2=O)cc1
-4.8,Cc1cccn2c(=S)[nH]nc12
-1.9,O=C(Oc1ccc[nH]c1=O)C1CC1
-5.7,CCOC(=O)CC1(CCc2ccccc2)Oc2ccccc2O1
-3.5,CCN(CC(=O)Nc1c(F)cccc1F)C(=O)c1cccc(S(=O)(=O)N2CCCc3ccccc32)c1
-4.2,CCCn1c(=S)[nH]c2cc(C(=O)N3CCN(c4ccccc4)CC3)ccc2c1=O
-2.9,CCN(C(=O)COC(=O)C(C)(C)Oc1ccc(Cl)cc1)c1c(N)n(Cc2ccccc2)c(=O)[nH]c1=O
-8.1,CCCCN1C(=O)C(CC(=O)NCC2CCCCC2)CC(C(=O)N(CC)CC)=C1C (stereo unspecified)
-2.0,CC(=O)CCC(=O)CNC(=O)CC[C@H]1O[C@@H](n2ccc(=O)[nH]c2=O)[C@H](O)[C@@H]1O
-4.5,CN(C)S(=O)(=O)c1cccc(NC(=O)COc2ccccc2C(=O)Nc2ccccc2)c1
-6.2,CCCC(=O)OC[C@H]1CN([C@H](C)c2ccccc2)S(=O)(=O)c2c(F)cccc2O1
-1.8,CO[C@H]1CN(C)C(=O)c2cc(NC(=O)C3CCOCC3)ccc2OC[C@H](C)N(Cc2nccs2)C[C@H]1C
-5.1,COC(=O)[C@]12CCCCC=C1N(Cc1ccccc1)C(=O)[C@H](CC(=O)NCc1ccc(C)o1)C2
-1.7,Cn1nc(C(=O)Nc2cccc(S(=O)(=O)N3CCCCC3)c2)c2ccccc2c1=O

# As a short view, two of the compounds above:
GalR3 antagonist,structure
-2.9,CCN(C(=O)COC(=O)C(C)(C)Oc1ccc(Cl)cc1)c1c(N)n(Cc2ccccc2)c(=O)[nH]c1=O
-8.1,CCCCN1C(=O)C(CC(=O)NCC2CCCCC2)CC(C(=O)N(CC)CC)=C1C (stereo unspecified)

# The listing continues.
GalR3 antagonist,structure
-0.5,CC1C(=O)N(Cc2cn(CCC3OCCO3)nn2)CCS(=O)(=O)N1Cc1ccc(-c2ccc(F)cc2)cc1 (stereo unspecified)
-6.8,Cc1ccc(Cc2c(-c3cccc(Br)c3)nc3c4ccccc4ccn23)cc1
0.4,COc1cc(C(C)=O)ccc1OCC(=O)Nc1ccc(S(=O)(=O)N2CCCCC2)cc1
-6.1,COc1cc(CNc2ncnc3c2ncn3[C@H]2CN(Cc3ccncc3)C[C@@H](CO)O2)cc(OC)c1OC
-3.8,Cc1cccc(NC(=O)CNC(=O)Cn2cc(C(F)(F)F)cc(Cl)c2=O)c1C
-4.5,COc1ccc(C2CC(=O)C(c3ccc(C(F)(F)F)cc3)=CN2Cc2ccccc2)cc1 (stereo unspecified)
-9.6,Cc1ccccc1-c1cccc2[nH]c3c(c12)CCN1C(=O)[C@H]2[C@H](C)ON(C)[C@H]2C[C@@H]31
-6.0,COCCN(C(=O)Cc1ccc(S(=O)(=O)N2CCOCC2)s1)c1c(N)n(CC(C)C)c(=O)[nH]c1=O
-0.3,OC(CSc1ccccc1)CN1CCN(c2cccc(Cl)c2)CC1 (stereo unspecified)
-6.3,Fc1ccc2nncc(SCc3ccccc3Cl)c2c1
-2.7,COc1cc2c(c(OC)c1OC)C(=O)C(=Cc1ccccc1)O2
-7.2,COC(=O)[C@@]12C[C@@H](CC(=O)N3CCSCC3)C(=O)N(Cc3cccc4ccccc34)C1=CCC(C)(C)C2
-6.1,O=C(Nc1ccccc1Cl)c1cc(C2CCCN(C(=O)c3cccc(O)c3)C2)on1 (stereo unspecified)
-5.5,CC(=O)N1CCN(c2ccc(N3CCN(C(C)=O)[C@@H](C)C3)c(C)c2)[C@H](C)C1
-6.4,COc1cc(C(=O)OCc2csc(CC(=O)Nc3ccccc3C)n2)ccc1OCC(C)C
-5.5,OC(c1ccccc1)(c1ccccc1)C1CCN(CCCOc2cc(F)cc(F)c2)CC1
-1.6,COc1ccc(C#Cc2cccc(-c3nc(C(=O)NCc4ccc(Oc5ccccc5)cc4)cc4c3[C@@H](CCO)N(S(=O)C(C)(C)C)C4)c2)cc1OC (stereo partly specified)
-7.7,COc1cc2c(cc1OC(C)=O)C(=O)CCCC2
-5.4,CCNC(=O)C1(C)CCN(Cc2cccc(C(F)(F)F)c2)C1 (stereo unspecified)
-4.7,CC1=C(C(=O)N2CCOCC2)CC(CC(=O)NCCCCc2ccccc2)C(=O)N1CCC1=CCCCC1 (stereo unspecified)
-6.7,O=C1NC(=NCc2ccccc2)NC1(c1ccccc1)c1ccccc1
-4.4,CCOC(=O)C1=C(C)OC(=CC=Cc2ccccc2)C1=O
-2.8,O=C(NCc1ccco1)c1ccc(C(=O)NCc2ccco2)cc1
-5.3,O=C(C[C@H]1C[C@@H]2c3cc(NC(=O)Nc4ccccc4)ccc3O[C@@H]2[C@@H](CO)O1)NCC1CC1
-8.4,COc1ccc(S(=O)(=O)N(C)C[C@@H]2OCc3cnnn3CCCC(=O)N([C@@H](C)CO)C[C@@H]2C)cc1
2.1,Cc1cccc(C(=O)NNC(=O)C2CCCCC2)c1O
-7.1,COc1ccc(NC(=O)C2CC2(Cl)Cl)cc1S(=O)(=O)N1CCCCC1 (stereo unspecified)
-7.9,Cc1ccc2nc(-c3cccc(Br)c3)c(Cc3ccccc3C(F)(F)F)n2c1
-2.1,O=C(COC(=O)c1ccccc1NCCO)Nc1ccc(S(=O)(=O)NC2=NCCCCC2)cc1
2.5,O=C(NCC1CCCO1)c1ccc(S(=O)(=O)Nc2ccc(F)cc2)cc1 (stereo unspecified)
-5.6,COc1ccccc1NC(=O)Nc1nc(C(N)C2CCCCC2)cs1 (stereo unspecified)
-5.5,CCCCNC(=O)C(NC(=O)Cc1cc(C(F)(F)F)cc(C(F)(F)F)c1)C(=O)c1ccccc1 (stereo unspecified)
-7.4,CCNC(=O)C1CCCN(C(=O)c2ccc(OC)cc2OC)CC1 (stereo unspecified)
-7.0,CCCc1nc2c3ccccc3ccn2c1Cc1cccc(Cl)c1
-7.9,O=C1CCC[C@@H]2Cc3nc4ccc(O)cc4cc3[C@@H]3CCN1[C@H]23
-5.4,CCCCOCC1CN(CCCC)S(=O)(=O)c2c(cccc2N2CCCC2)O1 (stereo unspecified)
-7.4,CCOC(=O)C1=CN(Cc2cccc(F)c2)S(=O)(=O)NC1c1ccc(Br)cc1F (stereo unspecified)
-0.2,CC(C)c1ccc(/C=N/NC(=O)c2ccc(-n3cnnn3)cc2)cc1
-5.2,COC1=CC(=O)OC(c2cccc(Cl)c2)C1 (stereo unspecified)
-2.2,O=C(O)c1cocc1C(=O)O

# Filtered by structure: the entries above containing bromine
GalR3 antagonist,structure
-6.8,Cc1ccc(Cc2c(-c3cccc(Br)c3)nc3c4ccccc4ccn23)cc1
-7.9,Cc1ccc2nc(-c3cccc(Br)c3)c(Cc3ccccc3C(F)(F)F)n2c1
-7.4,CCOC(=O)C1=CN(Cc2cccc(F)c2)S(=O)(=O)NC1c1ccc(Br)cc1F (stereo unspecified)

# The listing continues:
GalR3 antagonist,structure
-6.1,C#CCNC(=O)C[C@@H]1C[C@@]2(C(=O)OC)CC(C)(C)CC=C2N(Cc2cccc3ccccc23)C1=O
-5.0,CC(C)C[C@H]1CN([C@@H](CC(C)C)CN2CCC[C@@H]2CN2C(=O)C(=O)NC[C@@H]2Cc2ccccc2)C(=O)C(=O)N1CC1CCCCC1
-5.3,O=S(=O)(c1ccc(Br)cc1F)N1CC[C@H](O)C1
-6.4,CCCCN(c1ccccc1)S(=O)(=O)c1cccc(C(=O)Nc2c(C)n(C)n(-c3ccccc3)c2=O)c1
-6.2,COc1cccc(NC(=O)N(C)C[C@@H]2OCc3cnnn3CCCC(=O)N([C@@H](C)CO)C[C@H]2C)c1
-5.1,CCCC(=O)N1CCC1(C)C(=O)NS(=O)(=O)c1ccc(C)cc1 (stereo unspecified)
-3.9,CC1C(=O)C(C)C(c2ccccc2)N(N=O)C1c1ccccc1 (stereo unspecified)
-6.3,C[C@@H]1CN([C@@H](C)CO)C(=O)c2cc(/C=C/c3ccccc3)cnc2O[C@@H]1CN(C)S(=O)(=O)c1ccc(F)cc1

# An excerpt from above in order of heavy-atom count, descending.
GalR3 antagonist,structure
-5.5,OC(c1ccccc1)(c1ccccc1)C1CCN(CCCOc2cc(F)cc(F)c2)CC1
-9.6,Cc1ccccc1-c1cccc2[nH]c3c(c12)CCN1C(=O)[C@H]2[C@H](C)ON(C)[C@H]2C[C@@H]31
-6.8,NC1=NC(=O)C(c2ccccc2)(c2ccccc2)S1

# More entries follow:
GalR3 antagonist,structure
-4.4,CC(C)C[C@H]1COc2cc(Br)ccc2S(=O)(=O)N1Cc1cccc(Cl)c1
-6.6,CCc1nc2c(OCc3cccc(OC)c3)cccn2c1N(C)C(=O)c1ccccc1F
-5.3,C[C@@H]1CN([C@H](C)CO)C(=O)CCCn2cc(nn2)CO[C@H]1CN(C)S(=O)(=O)c1ccc(F)cc1
-3.0,O=C(COc1ccc(Cl)cc1)N1CCN(S(=O)(=O)c2cc(F)ccc2F)CC1
-5.3,Cc1noc(C)c1COc1ccccc1C(=O)NCCc1ccccc1
-3.0,CCc1nc(SCc2cc(=O)[nH]c3ccccc23)c2c(C)c(C)sc2n1
-8.1,CC(C)[C@H](NC(=O)CC1CCCC1)C(=O)N1CCC[C@H]1C(=O)NCCc1ccccc1Cl
-3.6,CC(=O)Nc1cccc2cc(S(=O)(=O)O)ccc12
1.9,COC(=O)[C@H]1C[C@H](OC(=O)Nc2c(C)noc2C)[C@@]2(O)CN(S(=O)(=O)c3ccc(C)cc3)CC2[C@H]1C(=O)OC (stereo partly specified)
-4.7,COc1ccc(NC(=O)CNCc2cccs2)c(OC)c1
0.0,O=C(Nc1ccc2c(c1)OCCO2)C1C(=O)Nc2ccccc2C(=O)N1C1CCCCC1 (stereo unspecified)
-4.6,O=C(c1ccccc1)c1cccc2ccccc12
-0.8,Cc1ccc(CNC(=O)COc2cccc3c2OC(C)(C)C3)cc1
-8.3,CCNC(=O)C1CCCN(Cc2ccc(OCc3ccccc3)cc2)CC1 (stereo unspecified)
-5.2,CCCNC(=O)C1(C)CCN(Cc2noc(-c3ccccc3OC)n2)C1 (stereo unspecified)
-1.8,O=c1[nH][nH]c2c1C(c1ccc(Cl)c(Cl)c1)OC(CCc1ccccc1)C2 (stereo unspecified)
-3.3,CCCCCC(=O)Nc1cc(S(=O)(=O)O)cc2cc(S(=O)(=O)O)cc(O)c12
-4.8,Cc1cc2nc(C3CCCCC3)c(Cc3cccc(F)c3)n2c(C)c1Br
-4.6,Fc1cccc(CSc2ncnc3c2ncn3C2CCCCO2)c1 (stereo unspecified)
-3.1,CC(NS(=O)(=O)c1cccc(Cl)c1F)[C@H](O)c1ccccc1 (stereo partly specified)
-4.7,COC(=O)C[C@@H]1CC[C@H](NS(=O)(=O)c2cccc(F)c2)[C@@H](CO)O1
-7.0,COc1cccc(C=NNC(=S)NC2CC3CCC2C3)c1O (stereo unspecified)
-0.5,CCOc1ncccc1C(=O)OC(C)C(=O)NC1CCCCC1 (stereo unspecified)
-0.4,CCc1nc2ccc(C(=O)NCc3ccc(OC)cc3)cn2c1N(CC)CCOC
-7.3,Nc1[nH]c(C(=O)c2ccc(Br)cc2)c(-c2ccc(Br)cc2)c1C(=O)NCCc1c[nH]c2ccccc12
-8.1,CC(=O)c1ccc(S(=O)(=O)N2CCN(c3ccnc4cc(Cl)ccc34)CC2)cc1
0.2,N#C/C(=C/c1ccc(-c2ccc(S(=O)(=O)N3CCOCC3)cc2)o1)C(=O)NC1CC1
0.8,C[C@@H](NC(=O)c1ncn2c1c(=O)[nH]c1ccc(Br)cc12)c1ccccc1
-7.6,COc1ccc(NC(=O)C(c2ccnc3ccccc23)n2c(=O)c(-c3ccccc3)nc3ccccc32)cc1 (stereo unspecified)
-1.5,O=C(c1cc(C2CCCCN2C(=O)OCCF)on1)N1CCOCC1 (stereo unspecified)
-3.6,COc1ccccc1N1CC(C(=O)OCC(=O)Nc2cc(C)on2)CC1=O (stereo unspecified)
-3.4,COc1cccc(C(=O)N2CCC[C@H]2C(=O)N2CCC[C@H]2C(=O)N[C@H](C)c2ccccc2)c1
